HCT116 bCat-KO: primary screen for growth suppressors in beta-catenin knockout HCT116 cells (colon tumor, human). 1.5% of 140,000 active. viability, % at 10 µM. HCT116 beta-catenin knockout viability, CellTiter-Glo, 60 h; hits give low values. AID 818, 2007;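 active = viability at or under a set limit, the compound median less 4 SD, cut at about 6% in these data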;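 also: 0% = Hyamine 1622 control at 20 µM and 100% = untreated cell control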
GALR2 antag: GALR2 antagonists in receptor-expressing cells, primary screen | Galanin receptor type 2 (Homo sapiens), O43603 | antagonist mode | inhibition, % at 4 µM | 0.39% of 140,000 active | AID 828, 2007; in the data active = inhibition above about 27%;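 also: cells stimulated with galanin 1-16 at roughly its EC80; 0% = agonist challenge control and 100% = basal control without agonist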
Target sequence (O43603 whole entry, looked up): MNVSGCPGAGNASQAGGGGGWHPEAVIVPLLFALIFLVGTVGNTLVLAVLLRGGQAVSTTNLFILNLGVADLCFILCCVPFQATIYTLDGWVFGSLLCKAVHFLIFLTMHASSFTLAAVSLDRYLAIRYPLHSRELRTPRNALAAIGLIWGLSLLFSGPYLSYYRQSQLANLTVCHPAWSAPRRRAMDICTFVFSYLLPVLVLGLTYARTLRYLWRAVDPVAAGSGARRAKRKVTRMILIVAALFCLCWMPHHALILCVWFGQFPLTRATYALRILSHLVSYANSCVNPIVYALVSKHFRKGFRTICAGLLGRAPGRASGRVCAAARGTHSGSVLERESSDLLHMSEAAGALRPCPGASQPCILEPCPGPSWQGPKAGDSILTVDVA
NPY Y2 blocker: NPY-Y2 receptor antagonists, primary screen, cell-based. Neuropeptide Y receptor type 2 (Homo sapiens), P49146. NPY-Y2 expressing cells, antagonist mode. inhibition, % at 2.7 µM. 0.99% of 140,000 active. AID 793, 2007; in the data active = inhibition above about 17%;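 also: 0% = vehicle with agonist challenge and 100% = reference antagonist with challenge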
Target sequence (P49146 whole entry, looked up): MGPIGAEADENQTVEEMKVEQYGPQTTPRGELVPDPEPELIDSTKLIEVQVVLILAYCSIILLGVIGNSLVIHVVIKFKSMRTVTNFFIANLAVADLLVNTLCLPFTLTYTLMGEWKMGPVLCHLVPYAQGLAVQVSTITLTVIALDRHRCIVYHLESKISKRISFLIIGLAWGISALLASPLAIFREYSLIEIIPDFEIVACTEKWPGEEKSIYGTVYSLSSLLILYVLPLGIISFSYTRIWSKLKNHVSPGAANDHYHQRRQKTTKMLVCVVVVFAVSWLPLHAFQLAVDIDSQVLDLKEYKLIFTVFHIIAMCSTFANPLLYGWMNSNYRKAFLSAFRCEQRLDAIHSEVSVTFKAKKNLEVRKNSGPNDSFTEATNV
Phagocytosis inh: inhibitors of macrophage phagocytosis, primary screen, imaging, J774A.1 cells, IgG beads. J774A.1 macrophage IgG-bead phagocytosis. inhibition, % at 5 µM. 0.07% of 110,000 active;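 active = inhibition above the mean of the plate negative controls plus 5 SD, cut at about 13% in these data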;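 also: phagocytic index as fraction of beads internalized from green versus red external bead signal; plate controls were DMSO negative control for no effect and cytochalasin-D positive control for full effect; some results beyond the cut were filed as inactive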
Measles CPE: compounds protecting cells from measles virus cytopathic effect, primary screen, measles RdRp inhibitor project, single point, MLSMR library, absorbance; Measles virus-infected cells, CPE protection; protection (pct of control), % at 4 µM; 1.5% of 140,000 active; in the data active = protection mostly above about 24%, no sharp cut-off; inactive = mostly below about 26%; also: some compounds called inactive have numbers as strong as hits
PTEN del growth: growth suppression of PTEN-null HCT116, primary screen, cell-based, CellTiter-Glo; HCT116 PTEN-null viability, 60 h; hits give low values; viability, % at 10 µM; 1.2% of 140,000 active; AID 827, 2007;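 active = viability at or below a set limit, 4 SD under the median of all tested compounds, cut at about 3.7% in these data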;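 also: PTEN knockout HCT116 line with beta catenin targeted HCT116 as companion control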
MRP1 act: H69AR viability gain despite doxorubicin, primary screen, MRP-1 activator project, H69AR cells, CellTiter-Glo; viability rescue; viability increase, % at 10 µM; 0.61% of 140,000 active;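 active = viability gain under doxorubicin at or above a set limit, the compound median plus 3 SD, cut at about 4.7% in these data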;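 also: MRP-1 overexpressing cells given doxorubicin 25 µM after compound pretreatment; 18-22 h compound pretreatment then 72 h with doxorubicin before readout; 0% = doxorubicin-only wells and 100% = vehicle-treated cells without doxorubicin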
E-sel TNF inh: E-selectin induction blockers in HUVEC – imaging, immunofluorescence, high content, primary screen. 0.71% of 120,000 active. inhibition, % at 2 µM. HUVEC TNFa-induced E-selectin immunofluorescence;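 active = inhibition above the batch mean plus 3 SD, and confirmed as a hit on visual image review, cut at about 43% in these data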;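 also: 0% = TNF-stimulated DMSO wells and 100% = unstimulated control wells; not every result past the cut was called active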
BB579 growth dn: growth inhibitors of yeast BB579 in restrictive medium, primary screen, yeast lifespan-shortening project, S. cerevisiae | 0.51% of 140,000 active | AID 804, 2007 | inhibition, % at 10 µM | OD615, 48 h;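 active = inhibition above a set limit, 3 SD over the mean compound inhibition, cut at about 44% in these data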; also: inactives centre near -24
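Material: Saccharomyces cerevisiae DeaD strain BB579, replicative lifespan model yeast; buffer or medium: CSMM-D restrictive synthetic medium containing dextrose (glucose); compound: 10 µM single dose, DMSO 0.25%; timing: 48 h compound exposure at 30 °C after 4 h preincubation; signal: turbidity as optical density at 615 nm; benchmarks: positive control amphotericin B 10 µg/mL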
Yeast life ext: compounds extending yeast replicative lifespan, primary screen, S. cerevisiae, OD615; S. cerevisiae growth with nicotinamide; deaD strain in restrictive glucose medium; inhibition of the nicotinamide effect, % at 10 µM; 0.68% of 130,000 active;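 active = inhibition above a set limit, placed 3 SD over the median of all compounds, cut at about 26% in these data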;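 also: 0% = nicotinamide-treated wells and 100% = cells grown without nicotinamide; some compounds called inactive have numbers as strong as hits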
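System: DeaD-strain S. cerevisiae / Buffer or medium: CSMM-D, restrictive glucose (dextrose) synthetic minimal medium / Probe or stimulus: nicotinamide, 1.5 mM, co-present with compound / Compound: one concentration, 10 µM, DMSO 0.25% / Incubation: 48 h compound exposure at 30 °C, humidified / Technique: optical density (absorbance) at 615 nm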
Starred values were filed as active, the others as inactive; · = no result given. Not a hit list. Share with any hit: about 6.1%.

Compound	HCT116 bCat-KO	GALR2 antag	NPY Y2 blocker	Phagocytosis inh	Measles CPE	PTEN del growth	MRP1 act	E-sel TNF inh	BB579 growth dn	Yeast life ext
COC(=O)[C@H](CCSC)NC(=O)NC1CCN(Cc2ccccc2)CC1	84	3	0	1	4	88	-3.0	-12	-16	3
O=C(CSc1nc2ccccc2o1)Nc1nc(-c2ccccc2)c(-c2ccccc2)s1	80	-13	7	-10	5	68	-1.2	13	-35	0
CCOCCCNC(=O)C(=O)NCCCOCC	96	-3	3	2	11	102	-2.0	·	-28	1
CCOC(=O)c1[nH]c2c(c1-c1ccccc1)C(=O)CC(c1ccc(Cl)cc1)C2 (stereo unspecified)	96	2	12	·	20	96	-2.6	7	-24	7
CC(C)(/C=N/O)/[N+]([O-])=C/C=[N+](\[O-])C(C)(C)/C=N/O	99	8	-1	-1	6	101	0.6	-6	-20	-2
Cc1ccc(C(=O)N2CCN(Cc3ccc4c(c3)OCO4)CC2)o1	109	-4	2	·	6	85	-1.6	15	-6	-11
Cc1ccsc1/C=C/C1=Cc2c(sc(NC(=O)CSc3n[nH]c(N)n3)c2C#N)C(C)(C)C1	75	7	5	0	2	74	-5.7	-3	-13	-13
CN(C(=O)C12CC3CC(CC(C3)C1)C2)C1(C)CCS(=O)(=O)C1 (stereo unspecified)	86	-2	6	1	11	87	-0.4	-22	-16	42
O=C(NCC1CCCO1)C1CCCCN1S(=O)(=O)c1ccc(F)cc1 (stereo unspecified)	87	8	1	-2	2	91	0.1	10	2	-14
COC(=O)CSc1ccccc1C(=O)OC	124	-6	1	9	32	103	-1.0	-14	-30	-20
O=C(Nc1nc(-c2nc3ccccc3s2)cs1)c1ccc(S(=O)(=O)N2CCOCC2)cc1	39	-4	2	2	2	31	-3.0	19	-22	-3
Cc1cc(Br)c2nc3c(c(C(=O)O)c2c1)CCCCC3	90	4	7	-8	14	90	0.4	·	-2	3

The list continues.
Compound	HCT116 bCat-KO	GALR2 antag	NPY Y2 blocker	Phagocytosis inh	Measles CPE	PTEN del growth	MRP1 act	E-sel TNF inh	BB579 growth dn	Yeast life ext
COc1ccc(-c2cc(CCCC(=O)NCCc3ccc(OC)cc3OC)no2)cc1	91	3	1	·	3	92	-0.5	-26	-44	10
Cc1ccc(-c2nnc(N(C)C(=O)c3ccccn3)s2)cn1	95	8	1	-2	8	102	-0.4	-7	-43	-14
COc1cc(C(=O)Nc2ccc(S(=O)(=O)Nc3cc(C)on3)cc2)cc(OC)c1OC	97	-5	2	-1	6	92	-1.3	13	3	-3
CC1(C)CCc2nc(SCc3ccccc3)c(C#N)cc2C1	90	-1	3	·	18	87	2.0	10	-53	·
Clc1cc(Br)ccc1OCCN1CCOCC1	95	-1	3	-2	9	92	0.4	·	-57	1
COc1ccc(CCNC2CCN(C)CC2)cc1OC	99	3	3	-2	3	109	-0.8	-18	-20	-20
CCOC(=O)c1cc(-c2nnc(SCC(=O)Nc3ccc(F)cc3)o2)c(C)nc1C	92	6	2	0	4	91	-3.7	·	-30	-20
CSc1nnc2c(n1)c(C)nn2-c1ccc(C)cc1	85	7	3	·	38*	87	-2.6	-7	-8	·
COC(=O)c1cc(NC(=O)CN2C(=O)CSC2=O)ccc1Cl	97	-8	-1	0	7	90	2.4	-6	-10	-7
COc1ccccc1N1CCN(C(=O)CSc2ccc3c(C)cc(C)nc3n2)CC1	89	-3	1	·	23	92	-0.9	3	-41	-7
CCC1=NC(c2ccccc2)N(O)C1(C)C (stereo unspecified)	101	-6	3	-1	4	115	-1.1	7	-10	-1
COc1ccc(Cl)cc1NC(=O)c1c(-c2ccccc2)noc1C	93	-6	25*	-2	4	93	-0.3	-3	-43	-1

Full records from above. Order of values: HCT116 bCat-KO	GALR2 antag	NPY Y2 blocker	Phagocytosis inh	Measles CPE	PTEN del growth	MRP1 act	E-sel TNF inh	BB579 growth dn	Yeast life ext
CSc1nnc2c(n1)c(C)nn2-c1ccc(C)cc1 across the screens: 85	7	3	·	38*	87	-2.6	-7	-8	·
COC(=O)c1cc(NC(=O)CN2C(=O)CSC2=O)ccc1Cl across the screens: 97	-8	-1	0	7	90	2.4	-6	-10	-7
CC1(C)CCc2nc(SCc3ccccc3)c(C#N)cc2C1 across the screens: 90	-1	3	·	18	87	2.0	10	-53	·

The results go on:
Compound	HCT116 bCat-KO	GALR2 antag	NPY Y2 blocker	Phagocytosis inh	Measles CPE	PTEN del growth	MRP1 act	E-sel TNF inh	BB579 growth dn	Yeast life ext
Cc1ccc(-c2noc(C3CCCN(C(=O)c4ccccc4)C3)n2)o1 (stereo unspecified)	96	-9	3	-3	8	100	-1.1	9	-37	-1
CC1=C(C(=O)NC2CCCC(C)C2C)C2(CCCCC2)OC1=O (stereo unspecified)	100	2	3	3	15	93	-0.1	·	-8	-11
CCOC(=O)NC(NC(=S)Nc1ccccc1[N+](=O)[O-])C(Cl)(Cl)Cl (stereo unspecified)	87	5	4	·	19	87	-0.4	-1	11	-5
O=c1c2sccc2nc(SCc2ccc([N+](=O)[O-])cc2)n1Cc1ccccn1	71	-12	6	-2	5	63	-2.8	·	-21	-5
Cc1nc2cc(NC(=O)CSc3nc4c(C)cccc4cc3C#N)ccc2s1	86	-6	1	·	8	86	-0.4	-13	-17	-15
COc1ccc2c(c1)c(=O)oc1cc3oc(C)c(C)c3cc12	80	1	3	·	6	78	-0.4	29	-4	-7
COc1ccc(N2C(=O)C(O)C2c2ccc(C)cc2)cc1 (stereo unspecified)	96	3	4	-2	13	95	-1.8	1	-61	3
O=C(C[n+]1cccc(CNC(=O)c2ccc(OC(F)F)cc2)c1)Nc1cc(C(F)(F)F)ccc1Cl	88	11	1	-3	4	88	-3.0	·	3	4
CCn1c(/C=C/c2c(C)[nH]c3ccccc23)nc2ccccc2c1=O	24	7	1	-12	12	62	-4.8	·	-15	0
Cc1ccc(NC(=O)CSc2nc3ccccc3c(=O)n2Cc2cccs2)cc1	64	-10	0	·	14	77	-3.5	·	-48	0
CCOc1nc(N2CCOCC2)nc(C)c1[N+](=O)[O-]	95	-2	7	-14	10	98	-0.8	·	-24	0
COc1ccc(C(=O)CSc2nnc(-c3cccs3)n2-c2ccccc2)cc1	87	4	2	1	4	87	-0.8	-9	-41	-7

More records.
Each structure is followed by: HCT116 bCat-KO, GALR2 antag, NPY Y2 blocker, Phagocytosis inh, Measles CPE, PTEN del growth, MRP1 act, E-sel TNF inh, BB579 growth dn, Yeast life ext
- O=C(COc1ccc(Br)cc1CNCCCN1CCOCC1)Nc1ccccc1
→ 78, -5, 8, -4, 0, 69, -4.5, ·, -39, 5
- CSCCC1NC(=O)N(CC(=O)Nc2ccc(N3CCCCC3)cc2)C1=O (stereo unspecified)
→ 90, 10, -1, 1, 1, 100, -0.7, 7, -15, -9
- CCc1ccccc1NC1=NCC(=O)N1C1CCCCC1
→ 79, 1, 1, -1, 9, 96, -1.7, -35, -19, -2
- COC(=O)c1ccccc1NC(=O)CSc1nc2ccccc2c(=O)[nH]1
→ 85, 1, 8, 1, 14, 82, -2.8, 2, -21, -4
- CC(=O)NCCc1ccc(S(=O)(=O)Nc2cccnc2)cc1
→ 108, -10, 0, 0, 15, 104, -2.4, -4, -15, -17
- CCOC(=O)C(C)n1cnc2c1c(=O)[nH]c(=O)n2C (stereo unspecified)
→ 102, -3, 4, ·, 19, 110, 1.3, 15, -30, ·
- COc1cc(C)c(Cl)cc1S(=O)(=O)NCCCN1CCOCC1
→ 87, -10, 1, 0, 25, 88, -1.0, -5, 2, -2
- COc1ccccc1NC(=S)N1CCOCC1
→ 99, -1, -1, -1, 11, 97, 0.5, ·, 0, -4
- CCOC(=O)c1ccc2c(c1)nc(COc1ccc3ccccc3c1)n2CC
→ 78, -6, 14, -1, 17, 77, -3.1, 5, -34, 2
- CCCC(=O)Nc1ccc(S(=O)(=O)N2CCCC2)cc1
→ 106, -17, -2, -2, 18, 105, -0.1, ·, -48, -7
- O=S(=O)(c1ccc(F)cc1)n1ccc2cccnc21
→ 90, -1, 2, ·, 2, 99, -1.3, 1, -39, -4
- C=CCOC(=O)c1[nH]c2c(c1C)C(=O)CC(c1ccco1)C2 (stereo unspecified)
→ 13, 27, 1, 0, 24, 15, -4.5, 0, 19, -16
- COc1ccc(-c2oc3ncn(CCN4CCOCC4)c(=N)c3c2-c2ccc(OC)cc2)cc1
→ 32, -19, 7, -1, 2, 27, -6.8, -35, -2, -21
- O=C(CN1C2CCCC1CC(NC(=O)c1ccco1)C2)Nc1ccccc1C(F)(F)F (stereo unspecified)
→ 91, -2, 1, ·, 17, 94, -2.2, -20, -22, -8
- COc1ccc2c(c1)C(=O)[C@H](O)[C@@H](c1ccc(OC)c(Br)c1)O2
→ 18, 4, 1, ·, 14, 16, -2.8, 3, -28, -3
- NNC(=O)CC12CC3CC(C1)CC(n1ncnn1)(C3)C2
→ 93, 0, -1, -2, 4, 107, 0.1, ·, 4, 1
- Cc1nn(C)c(C)c1CN(C)C(=O)c1cc2nc(-c3ccco3)cc(C(F)(F)F)n2n1
→ 79, -3, 1, ·, 16, 89, -0.6, 23, -22, -14
- COc1ccc(-c2cc(N)n(S(=O)(=O)c3c(F)c(F)c(F)c(F)c3F)n2)cc1OC
→ 5.7*, 28*, 99*, 10, 2, 2.1*, -3.1, ·, -107, 77*
- Cc1cc(Cl)c(S(=O)(=O)Nc2ccc3c(c2)OCCO3)cc1OCC(N)=O
→ 85, -6, 4, 0, 14, 95, -2.1, -47, -11, 2
- O=C(Nc1ccon1)c1cccc(C(F)(F)F)c1
→ 93, 6, 2, -1, 2, 94, -0.5, 3, -33, -1
- CCOc1ccc(S(=O)(=O)Nc2ccc(S(=O)(=O)N3CCOCC3)cc2)cc1
→ 93, 8, -2, 3, 7, 91, -1.6, -11, -36, -3
- O=C(COc1ccccc1)Nc1ccccc1N1CCN(c2ccccc2)CC1
→ 96, -7, 2, -3, 1, 91, -1.6, -5, -36, 1

Screening results (PubChem BioAssay)
